V1aR counter – agonists of human V1a receptor, primary screen, counter-screen for OXTR agonist project, fluorescence, CHO-V1R cells | Vasopressin V1a receptor (Homo sapiens), P37288 | Fluo-8 calcium fluorescence, agonist mode; 0% DMSO, 100% 3 nM vasopressin | activation, % at 3 µM | 320,000 compounds, 0.25% hits;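 active means activation above the mean activation of all tested compounds plus 3 SD, per screening run, cut at about 20% in these data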;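 further: signal is peak over basal fluorescence ratio across a 100 second FLIPR read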
Target sequence (P37288 whole entry, looked up): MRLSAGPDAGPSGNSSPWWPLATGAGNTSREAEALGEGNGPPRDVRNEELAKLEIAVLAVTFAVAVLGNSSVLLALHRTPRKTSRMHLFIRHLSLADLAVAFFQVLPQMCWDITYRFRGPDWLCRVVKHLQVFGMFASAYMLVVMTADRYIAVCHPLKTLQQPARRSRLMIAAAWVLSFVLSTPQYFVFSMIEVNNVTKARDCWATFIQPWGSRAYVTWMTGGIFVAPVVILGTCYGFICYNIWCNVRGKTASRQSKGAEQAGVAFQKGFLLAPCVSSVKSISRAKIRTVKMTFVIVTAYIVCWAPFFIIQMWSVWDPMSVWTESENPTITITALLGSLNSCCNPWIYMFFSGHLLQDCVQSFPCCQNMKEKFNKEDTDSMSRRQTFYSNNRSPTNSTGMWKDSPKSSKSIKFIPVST
CHO-K1 Ca ag – counter-screen for M1 agonists: effect in parental CHO-K1 cells. 360,000 compounds, 0.48% hits. activation, % at 3 µM. AID 602248, 2012. Fluo-8 calcium fluorescence; scaled to maximal ATP response, vehicle zero; in the data active means activation above about 15%;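 further: untransfected CHO-K1 host cells lacking M1 receptor as counterscreen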
CHO parental Ca – ATP-evoked calcium signal inhibitors, parental CHO, primary screen, counter-screen for OX1R antagonist project, cell-based, fluorescence, Fluo-8 calcium dye | parental CHO-K1, ATP-induced calcium, Fluo-8 fluorescence | inhibition, % at 5.6 µM | 330,000 compounds, 0.63% hits;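 active means inhibition above that plate's mean sample inhibition plus 3 SD, cut at about 26% in these data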;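 further: 0% = ATP-challenged DMSO wells and 100% = DMSO wells without ATP; some compounds past the cut are filed as inactive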
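Material – parental CHO cells · Reagent – ATP stimulus · Compound – single nominal dose of 5.6 µM per compound · Detection – Fluo-8 fluorescence · Read-out basis – percent inhibition of calcium signal · Controls – ATP-challenged DMSO wells low, unchallenged DMSO wells high · Repeats – no replicates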
CHO-K1 Ca antag – counter-screen for M1 antagonists: effect in parental CHO-K1 cells | inhibition, % at 3 µM | ATP-induced calcium, Fluo-8 fluorescence | 360,000 compounds, 0.6% hits;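 active means inhibition above a per-plate cutoff, the plate's mean sample inhibition plus 3 SD, cut at about 24% in these data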;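 further: 0% = DMSO plus EC80 ATP and 100% = DMSO alone without ATP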
OXTR potentiate – human OXTR potentiators, primary screen, fluorescence, CHO-OTR cells, Fluo-8 calcium. 320,000 compounds, 0.061% hits. activation, % at 3 µM. Fluo-8 calcium fluorescence, potentiator mode; 0% = oxytocin EC15, 100% = EC100. AID 2445, 2010. Oxytocin receptor (Homo sapiens), P30559;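 active means activation above that plate's cutoff, the mean activation of tested compounds plus 3 SD, cut at about 6.6% in these data, passing the limit was not always enough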;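 further: 100% uses oxytocin at 75 nM as the full agonist control; some results filed as inactive read as strong as hits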
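Assay system: CHO cell line stably expressing human OTR. Reagent: EC15 oxytocin agonist. Dosing: single dose, 3.0 µM nominal final compound concentration. Timing: compound 6 min at room temperature before oxytocin, 100 s read. Signal: kinetic Fluo-8 calcium fluorescence. Controls: oxytocin EC15 low and EC100 high.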
TAAR1 antagonist – human TAAR1 antagonists, primary screen, Fluo-8 calcium fluorescence, CHO RD-HGA16 cells; antagonist; inhibition, % at 3 µM; 360,000 compounds, 1.5% hits; AID 624466, 2012;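 active means inhibition above a per-plate cutoff, the mean inhibition of test compounds on that plate plus 3 SD, cut at about 49% in these data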;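 further: 0% = DMSO plus EC80 beta-PEA response and 100% = DMSO alone without agonist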
Target sequence (Q96RJ0 whole entry, looked up): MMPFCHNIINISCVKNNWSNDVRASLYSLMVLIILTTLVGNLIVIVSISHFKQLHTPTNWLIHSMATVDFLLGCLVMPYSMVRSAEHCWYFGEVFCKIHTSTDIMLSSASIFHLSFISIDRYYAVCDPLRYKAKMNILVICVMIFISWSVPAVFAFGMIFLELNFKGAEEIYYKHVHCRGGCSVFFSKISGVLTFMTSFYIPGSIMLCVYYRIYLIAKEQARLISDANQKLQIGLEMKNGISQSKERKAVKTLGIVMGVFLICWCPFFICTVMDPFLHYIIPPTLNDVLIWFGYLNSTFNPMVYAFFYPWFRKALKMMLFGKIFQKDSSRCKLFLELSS
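Material: CHO RD-HGA16 cells bearing hTAAR1; compound dosing: one-point dosing, 3 µM nominal final; schedule: dye loading 75 min at 37 °C, then 30 min room temperature; measured by: calcium fluorescence with Fluo-8; control set: vehicle and agonist controls; replication: n of 1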
CHRM1 agonist – human M1 muscarinic receptor agonists, primary screen, Fluo-8 calcium fluorescence, CHO-K1 cells, HTS; AID 588814, 2011; 360,000 compounds, 0.33% hits; CHO-K1 hM1, agonist mode; 0% DMSO, 100% acetylcholine EC100; activation, % at 3 µM;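 active means activation above the run's mean compound activation plus 3 SD, cut at about 16% in these data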;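 further: peak over basal fluorescence ratio within a 140 s kinetic read after compound addition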
CHO-K1 Ca PAM – nonselective calcium activators in parental CHO-K1 cells, primary screen, counter-screen for M1 PAM project, cell-based, Fluo-8 calcium fluorescence, full deck, 1536-well; 360,000 compounds, 0.02% hits; activation, % at 3 µM; ATP EC20; 0% at ATP EC20, 100% at ATP max;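 active means activation above the run cutoff, the mean activation of all test compounds plus 3 SD, cut at about 40% in these data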;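 further: peak over basal fluorescence ratio in a 140 s read after ATP addition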
TAAR1 ag – human TAAR1 agonists, primary screen, Fluo-8 calcium fluorescence, CHO RD-HGA16 cells; vehicle wells 0%, saturating PEA agonist 100%; activation, % at 3 µM; 360,000 compounds, 0.99% hits;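 active means activation above the mean activation of all test compounds in the run plus 3 SD, cut at about 38% in these data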
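Assay system: CHO-derived RD-HGA16 cells with stable Gα16 and human TAAR1; timing: 17-24 h seeding, 75 min 37 °C dye, 30 min RT; read-out: % activation from peak over basal fluorescence ratio, DMSO-to-PEA scaled; measured by: kinetic Fluo-8 calcium fluorescence; benchmarks: low control DMSO, high control PEA (EC100); doses: 3 µM single concentration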
The depositor's hits bear a star; . = not tested or not shown.

compound	V1aR counter	CHO-K1 Ca ag	CHO parental Ca	CHO-K1 Ca antag	OXTR potentiate	TAAR1 antagonist	CHRM1 agonist	CHO-K1 Ca PAM	TAAR1 ag
COc1ccccc1COCC(O)CN1CCCCC1CO (configuration not stated)	0.5	1.2	-19	3	-2	-15	-8	24	5
O=C(O)/C=C/c1cn(-c2ccccc2)nc1-c1cc2ccccc2oc1=O	0.8	0.2	-4	-14	-9	-19	-6	5	1
COC(=O)c1cccc(NC(=S)N2CCN(C)CC2)c1	1.3	1.5	2	-6	6	-8	-2	23	0
CCOC(OCC)c1nc(N)[nH]c(=O)c1CCCCc1ccccc1	.	0.5	.	-18	.	12	-1	8	4
CCCNC(=O)Cc1ncn[nH]1	-0.3	-0.1	-9	-7	1	8	-4	14	0
CC1CCc2cc(F)cc3c(O)c(C(=O)NCC4CCCO4)c(=O)n1c23 (configuration not stated)	-0.8	1.1	-34	-5	-5	4	-5	16	10
Cc1ccc(SCCC(=O)Nc2ccccc2C(=O)NC(C)C)cc1	-1.3	0.6	-32	-3	-4	10	-7	-3	3
NS(=O)(=O)c1ccc(CCNCC(=O)NCc2ccccc2Cl)cc1	0.2	-0.3	-13	-9	-1	2	-6	6	2
C[C@@H]1CN([C@@H](C)CO)C(=O)Cc2cc(NS(=O)(=O)c3ccccc3)ccc2O[C@H]1CN(C)Cc1ccncc1	2.1	-0.4	-19	1	-1	9	-14	-5	12
CCN(C1CCCCC1)S(=O)(=O)c1ccc(S(=O)(=O)N2CCN(CCC#N)CC2)cc1	1.7	1.4	-13	3	-5	-12	-11	12	2
COc1ccc(CCNC(=O)c2cc(C)oc2C)cc1	-0.6	0.2	4	1	-7	0	-1	0	-2
COc1ccc(C2(O)C(=O)Nc3ccc(C)cc32)cc1 (configuration not stated)	0.4	0.4	-14	3	3	0	-3	-26	2
COc1ccc(C(=O)c2ccc(CC#N)s2)cc1	-0.7	-0.2	-7	-3	-5	7	-5	13	2
COC(=O)c1[nH]c2cc(OC)ccc2c1NC(=O)CN1CCC(C(N)=O)(N2CCCCC2)CC1	0.1	0.6	-10	0	-6	3	-4	1	5
COc1ccccc1NS(=O)(=O)c1ccc(O)c(NC(=S)NCC2CCCO2)c1 (configuration not stated)	1.4	0.4	25	12	1	-5	1	-23	2
CC(NC(=O)COC(=O)CCC(=O)c1ccc(Cl)cc1)c1ccccc1 (configuration not stated)	0.6	0.4	-9	-9	-2	-32	1	6	3
CCn1ccnc1CN(C)Cc1nc(-c2ccc3c(c2)OCO3)no1	0.5	1.2	-12	6	-8	0	-11	2	0
CN(c1ccc(OCC(=O)N2CCOCC2)cc1)S(=O)(=O)c1ccc(F)cc1	0.2	1.7	6	-16	-3	2	-2	-2	1
C[C@H](CO)N1C[C@H](C)[C@@H](CN(C)S(=O)(=O)c2cn(C)cn2)Oc2ccc(NC(=O)C3CCCCC3)cc2C1=O	0.8	0.7	2	-16	-1	-4	-5	18	3
COC(=O)CNC(=O)c1c(-c2c(Cl)cccc2Cl)noc1C	-0.3	1.1	-6	-4	-8	-11	-3	0	1
COC(=O)c1sc(S(=O)(=O)NCC(=O)O)c(C(=O)OC)c1C	0.7	0.9	1	-23	-1	-27	-4	13	1
O=C(NCc1cccc(C(F)(F)F)c1)c1cccc(Cl)c1Cl	-1.0	-0.1	-20	6	-9	4	-10	-11	3
CCC1CCCCN1CCCNC(=O)Cn1cnc2sc(C)c(S(=O)(=O)N3CCC(C)CC3)c2c1=O (configuration not stated)	-0.1	0.6	6	-5	5	-6	-13	4	-3
Cc1ccccc1C(=NC(=O)c1ccccc1)c1ccccc1	-0.5	-0.4	-15	-1	-7	18	-4	-1	7
N#CCC(=O)Nc1ccc(C(=O)OCC(=O)Nc2ccc3ccccc3c2)cc1	1.4	1.3	7	-19	-1	9	-2	17	2
Cc1cc(C)c(NC(=O)CNC(=O)c2ccccc2SCC(=O)N2CCCC2)c(C)c1	-0.1	0.6	-23	-20	5	-11	-5	23	2
CC(C)S(=O)(=O)c1csc(C(=O)NN)c1Cl	-0.2	2.5	-23	-1	-9	-20	-2	3	1
COc1ccc(-n2ccn(CC(=O)Nc3ccc(OC)cc3OC)c(=O)c2=O)cc1	-0.6	0.0	-8	-9	-6	-32	-1	-2	4
CCCN=C1N(C)C[C@@H]2[C@@H]3C(=O)N(Cc4ccccc4)C(=O)[C@@H]3[C@](CC)(C(=O)OC)N12	.	-0.1	-4	-2	.	-7	-2	4	0
CN(C)C(CNS(=O)(=O)c1cc([N+](=O)[O-])ccc1Cl)c1ccco1 (configuration not stated)	0.4	0.7	-9	-3	-1	-14	-4	-2	2
COc1ccc(SC[C@H](C)CN2CC[C@H](C(C)(C)C)CCC2=O)cc1	-0.2	-1.0	-15	-20	-4	43	-4	29	12
COC(=O)c1c(C)[nH]c(C(=O)C(C)OC(=O)C2CC(=O)N(CCc3ccccc3)C2)c1C (configuration not stated)	3.4	2.9	-18	-17	-11	-2	-3	0	4
O=C(N/N=C/C(Br)=C/c1ccccc1)c1cccs1	-0.1	0.8	-7	-5	-8	4	-1	15	5
O=C(CCCOc1ccc(Cl)cc1Cl)NCCCn1ccnc1	0.7	0.6	-9	-6	-3	0	-14	7	4
O=C(Nc1ccc(Cl)cc1)N1CCC(CO)(Cc2ccccc2)CC1	0.2	1.6	-19	-6	-6	-11	-7	18	2
CC1=C(C(N)=O)C(c2ccccn2)n2nc(-c3ccccc3Cl)nc2N1 (configuration not stated)	.	-0.1	.	-1	.	-29	-2	10	0
c1nc2n(n1)C1=C(CCCC1)C1(CCCCC1)N2	-0.2	0.0	-15	-3	-15	-9	-5	-3	0
CNC(=O)C1(C)Cc2c(-c3ccc4c(c3)OCO4)ccnc2O1 (configuration not stated)	.	0.7	.	0	.	-3	0	17	-1
Cc1ccccc1NS(=O)(=O)c1cc(C(=O)Nc2cccc(N(C)S(C)(=O)=O)c2)ccc1C	5.4	2.8	12	-20	-17	-7	0	12	8
O=C(NCCc1ccccn1)c1ccc(OC2CCN(Cc3ccccn3)CC2)cc1	1.3	0.3	-5	-1	-2	-21	-5	-15	2
COc1cc(NC(=S)N2CCN(S(C)(=O)=O)CC2)cc(OC)c1	.	0.2	.	10	.	5	-2	-14	0
COc1ccc(CCNC(=O)C/C(C)=N/NC(=O)c2ccc(N)cc2)cc1OC	-0.6	0.4	-6	-4	-7	13	-1	-3	6
Cc1oc(-c2ccccc2F)nc1CN1CCC(C(=O)NC2CC2)CC1	1.3	1.4	-4	-4	-6	5	-7	25	1
CN(C)S(=O)(=O)NC(c1ccccc1)c1ccccc1	1.0	0.2	-15	-11	-6	-24	-3	23	1
O=C(CC1SC(N2CCOCC2)=NC1=O)Nc1ccccc1F (configuration not stated)	1.8	0.4	-10	-18	0	16	-2	9	6
CC(NC(=O)c1cc(COc2ccccc2)on1)c1nccs1 (configuration not stated)	0.2	1.1	-12	-24	-6	-11	-3	16	-1
C=C(C)C(=O)Nc1cccc(C2=NOC3(C2)C[C@@H](C(N)=O)N(C(=O)c2ccc(OC)cc2)C3)c1 (some centres not stated)	0.0	-0.4	-6	-2	-4	.	-3	-11	.
CC1CCCC(NC(=O)C2CCCN2S(=O)(=O)c2cccc3nsnc23)C1C (configuration not stated)	-0.6	1.5	-15	-5	-2	-5	-7	18	0
NC(=O)c1cccc(NC(=O)CCCCC(=O)Nc2cccc(C(N)=O)c2)c1	0.6	-0.6	3	-13	-5	-1	0	8	-1
O=C(CSc1nccc(-c2ccc(Br)cc2)n1)NCCc1ccccc1	-0.5	0.3	-19	-33	-10	-2	-3	20	3
CC(=O)SC1CC(=O)N(c2c(C)cccc2C)C1=O (configuration not stated)	0.2	-0.1	-22	4	-1	-22	-1	-22	1
CCOc1cc(C)ccc1OCc1nnc(SCC(=O)c2cccc([N+](=O)[O-])c2)n1C	-1.1	0.6	5	4	-13	3	-15	-12	2
CCC1Oc2ccccc2N(CC(=O)NCCCN2CCOCC2)C1=O (configuration not stated)	-0.1	-0.7	-8	27*	-7	16	-4	-1	-1
O=C(O)c1ccc(NS(=O)(=O)/C=C/c2ccccc2)cc1O	0.1	0.7	-4	-16	-5	-18	-4	15	6
Cc1c(/C=N/NC(=O)c2cc(C(C)(C)C)[nH]n2)c2ccccc2n1C	-0.4	1.7	2	5	-6	-11	-3	-20	-1
O=C(O)CNC(=O)CC1S/C(=N/N=C/c2ccccc2O)NC1=O (configuration not stated)	0.1	-0.1	5	8	-3	8	-3	3	17
Cc1cc(N/N=C/c2c(O)ccc3ccccc23)nc(-c2ccccc2O)n1	0.9	0.3	-7	-8	-7	30	-1	5	3
O=C(Nc1ccccc1)c1ccccc1OCc1ccc(S(=O)(=O)N2CCOCC2)cc1	1.4	2.6	-22	-10	-5	17	-4	26	11
O=C1CCCN1CCCN1CC(C(=O)N(CCO)Cc2ccccc2)CCC1=O (configuration not stated)	0.0	0.0	-2	1	-6	-28	-1	12	3

Pulled by structure from the list above, 3 records:
compound	V1aR counter	CHO-K1 Ca ag	CHO parental Ca	CHO-K1 Ca antag	OXTR potentiate	TAAR1 antagonist	CHRM1 agonist	CHO-K1 Ca PAM	TAAR1 ag
O=C(CSc1nccc(-c2ccc(Br)cc2)n1)NCCc1ccccc1	-0.5	0.3	-19	-33	-10	-2	-3	20	3
Cc1oc(-c2ccccc2F)nc1CN1CCC(C(=O)NC2CC2)CC1	1.3	1.4	-4	-4	-6	5	-7	25	1
O=C(O)CNC(=O)CC1S/C(=N/N=C/c2ccccc2O)NC1=O (configuration not stated)	0.1	-0.1	5	8	-3	8	-3	3	17

High-throughput results: PubChem BioAssay, The Scripps Research Institute Molecular Screening Center
